# Bioassay records (PubChem BioAssay)
# NOTCH ag: NOTCH pathway agonism; hit rate 0.4% among 15,000; AID 434982; activation, % at 2.5 µM; NOTCH signaling luciferase reporter cells, luminescence; in the data active means activation above about 2.2%
# PME-1 Maybridge: Maybridge compound blocking human PME-1; Q9Y570; recombinant PME-1, FP-Rh probe fluorescence polarization; inhibition, % at 9 µM; hit rate 0.5% among 16,000; in the data active means inhibition above about 30%
# Target sequence (Q9Y570 whole entry, looked up): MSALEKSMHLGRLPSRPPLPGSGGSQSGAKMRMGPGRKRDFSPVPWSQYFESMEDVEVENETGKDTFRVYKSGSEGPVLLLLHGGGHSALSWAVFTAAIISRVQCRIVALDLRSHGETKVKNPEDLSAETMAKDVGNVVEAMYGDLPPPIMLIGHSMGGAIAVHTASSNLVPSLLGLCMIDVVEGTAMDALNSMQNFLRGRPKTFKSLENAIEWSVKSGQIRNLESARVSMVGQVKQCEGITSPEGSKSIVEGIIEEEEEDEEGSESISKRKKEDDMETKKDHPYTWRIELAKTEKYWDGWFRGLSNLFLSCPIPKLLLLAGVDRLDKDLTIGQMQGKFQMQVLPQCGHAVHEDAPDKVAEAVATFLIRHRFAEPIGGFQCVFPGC
# luminol inh ctr: counter-screen for Nox1 inhibitors: inhibitors of luminol chemiluminescence. HRP/luminol/H2O2 chemiluminescence counterscreen. inhibition, % at 6.7 µM. hit rate 0.4% among 16,000. AID 1823; further: reference of the scale not given here
# KOR antag MB: blocks the human kappa opioid receptor, Maybridge compounds | P41145 | OPRK1 cells, antagonist mode, fluorescence readout | inhibition, % at 9 µM | hit rate 0.4% among 16,000 | AID 652031; in the data active means inhibition above about 50%
# Nox1 inhibitor: blocks human NADPH oxidase 1 activity | Q9Y5S8 | HT29 cells, luminol chemiluminescence ROS | inhibition, % at 6.7 µM | hit rate 0.81% among 16,000
# rat GALR2 ag: agonists of rat galanin receptor 2 (GALR2). O08726. cell-based GALR2 agonist screen. activation, % at 10 µM. hit rate 0.5% among 16,000; in the data active means activation above about 15%
# S1P1 agonist: S1P1 (human) receptor agonism; P21453; hit rate 1.5% among 16,000; activation, % at 4.5 µM; S1P1 agonist cell-based reporter assay; in the data active means activation above about 80%
# TLR4 MyD88 blk: inhibitors of human TLR4-MyD88 binding; inhibition, % at 10 µM; Cell-based TLR4-MyD88 binding inhibition assay; hit rate 0.06% among 16,000; O00206; in the data active means inhibition above about 45%
# Numbers without * were called inactive; / = not tested or not shown. Unless noted, no stated cut-off is given here; in the data, active means inhibition above about 75%; inactive means the rest. The order is random; 4.4% or so of the library scored in one or more.
[1] Cc1cc(S(=O)(=O)Oc2ccccc2Oc2ccc(C(F)(F)F)cc2[N+](=O)[O-])cc(C)c1F
[2] CN(NS(=O)(=O)c1ccccc1C(F)(F)F)c1cnc2ccccc2n1
[3] CCOC(=O)c1cc(CC)sc1NC(=O)c1ccc([N+](=O)[O-])o1
[4] O=C(CSC(=S)N1CCCCC1)c1c(F)cccc1F
[5] Cn1ncc(Br)c1N1C(=O)C=CC1=O
[6] COc1ccc(/C=N/OC(=O)c2cccs2)c(Cl)c1OC
Screen / compound no.,1,2,3,4,5,6
NOTCH ag,-0.4,-0.2,-1.6,-0.2,-0.5,-1.1
PME-1 Maybridge,4,1,4,0,-2,0
luminol inh ctr,-1,0,-3,27,2,-3
KOR antag MB,-9,8,9,-2,8,-6
Nox1 inhibitor,-39,-83,-12,16,-24,-6
rat GALR2 ag,-10,-3,0,-4,-1,-7
S1P1 agonist,-4,-14,-50,6,-9,-7
TLR4 MyD88 blk,10,12,-23,-3,1,-2

[7] CCOC(=O)Cc1csc(N)n1
[8] CC(C)=N/N=C1\NC(=O)C(C)S1 (stereo unspecified)
[9] COc1ccc(CCNc2ccccc2[N+](=O)[O-])cc1OC
[10] N/C(=N\OCc1noc(-c2ccsc2)n1)c1ccc(C(F)(F)F)cc1
[11] CC1CN=C(NS(=O)(=O)c2ccccc2)N1 (stereo unspecified)
[12] O=C(O)CCC(=O)Nc1ccccc1
Screen / compound no.,7,8,9,10,11,12
NOTCH ag,-0.7,0.0,-0.5,-0.3,-0.9,/
PME-1 Maybridge,-1,7,-2,-6,-1,1
luminol inh ctr,-2,-4,10,-5,0,0
KOR antag MB,-9,-21,-16,-11,-16,10
Nox1 inhibitor,-31,-41,-17,0,-16,-21
rat GALR2 ag,-7,-7,-4,-8,-7,-5
S1P1 agonist,2,-11,0,21,-8,-14
TLR4 MyD88 blk,5,-5,2,-16,0,0

[13] CC(C)(C)CN/C(C#N)=C(\N)C#N
[14] COc1ccc(OCC(O)CNS(=O)(=O)c2c(C)noc2C)cc1 (stereo unspecified)
[15] O=C(O)CSCC(=O)NCCNc1ncccc1C(F)(F)F
[16] O=c1[nH]cc(C(F)(F)F)cc1Cl
[17] Cc1c(-c2nc(-c3ccc(C(C)(C)C)cc3)no2)n(C)oc1=O
[18] O=[N+]([O-])c1cc(C(F)(F)F)cc([N+](=O)[O-])c1O/N=C1\CSCc2ccccc21
Screen / compound no.,13,14,15,16,17,18
NOTCH ag,-0.9,/,-0.1,-0.2,-0.6,0.2
PME-1 Maybridge,2,8,-1,-1,7,-3
luminol inh ctr,3,-8,-2,-1,-7,7
KOR antag MB,3,-12,4,5,12,12
Nox1 inhibitor,-61,-8,-50,-23,5,-38
rat GALR2 ag,3,-5,-5,-6,-3,40*
S1P1 agonist,106*,-2,-5,-7,95*,16
TLR4 MyD88 blk,13,0,9,5,2,-2

[19] S=C(NCCNC(=S)NCC1CC1)NCC1CC1
[20] CC(=O)c1ccc(Cl)c(NS(=O)(=O)c2cc(Cl)c(Cl)cc2Cl)c1
[21] CSC1=N/C(=C\N(C)C)C(=O)N1CCOc1ccc(Cl)cc1
[22] CS(=O)(=O)c1ccc2ccn(O)c2c1
[23] CN(C)C(=S)Nc1ccc(S(=O)(=O)N2CCCCC2)cc1
[24] CCCCNC(=O)Nc1ccccc1Oc1ccccc1
Screen / compound no.,19,20,21,22,23,24
NOTCH ag,-0.1,1.4,-0.7,1.6,0.4,-0.2
PME-1 Maybridge,-4,7,5,16,3,-5
luminol inh ctr,13,-1,-7,9,3,-2
KOR antag MB,1,7,-8,19,14,-17
Nox1 inhibitor,-48,-24,24,24,-11,-91
rat GALR2 ag,-4,-10,-4,-5,-7,-3
S1P1 agonist,-15,65,24,4,5,-4
TLR4 MyD88 blk,5,1,5,-2,-7,1

# Records listed so far printed as active in rat GALR2 ag.
No.	Compound	NOTCH ag	PME-1 Maybridge	KOR antag MB	Nox1 inhibitor	rat GALR2 ag	S1P1 agonist	TLR4 MyD88 blk
18	O=[N+]([O-])c1cc(C(F)(F)F)cc([N+](=O)[O-])c1O/N=C1\CSCc2ccccc21	0.2	-3	12	-38	40*	16	-2

# Full records, quoted from the list. Order of screens: NOTCH ag	PME-1 Maybridge	luminol inh ctr	KOR antag MB	Nox1 inhibitor	rat GALR2 ag	S1P1 agonist	TLR4 MyD88 blk
# S=C(NCCNC(=S)NCC1CC1)NCC1CC1 is entered as -0.1	-4	13	1	-48	-4	-15	5
# CSC1=N/C(=C\N(C)C)C(=O)N1CCOc1ccc(Cl)cc1 is entered as -0.7	5	-7	-8	24	-4	24	5

# Other entries.
[25] O=[N+]([O-])c1ccc(N2CCc3ccccc32)cc1
[26] CSc1ncc(-c2n[nH]c(=S)n2C)n1C
[27] CCOC(=O)c1sc(COc2cccc(Cl)c2)nc1C
[28] CCCCCCCCCCCC1=NCCN1CCO
[29] NC(=O)c1sccc1Br
[30] COc1ccc(Cl)cc1NC(=O)NCC1CCN(C(=O)OC(C)(C)C)CC1
Screen / compound no.,25,26,27,28,29,30
NOTCH ag,0.9,-0.8,-0.7,-0.4,0.3,-0.6
PME-1 Maybridge,9,15,0,2,2,3
luminol inh ctr,5,30,0,1,-1,-1
KOR antag MB,65*,-3,3,5,2,-15
Nox1 inhibitor,0,13,-11,-50,-29,-5
rat GALR2 ag,-13,-10,-7,-4,-6,-5
S1P1 agonist,45,4,91*,17,-10,-19
TLR4 MyD88 blk,24,0,-1,4,10,-1

# 3 entries from above, arranged by their value in Nox1 inhibitor, descending.
no.	Molecule	NOTCH ag	PME-1 Maybridge	KOR antag MB	Nox1 inhibitor	rat GALR2 ag	S1P1 agonist	TLR4 MyD88 blk
25	O=[N+]([O-])c1ccc(N2CCc3ccccc32)cc1	0.9	9	65*	0	-13	45	24
29	NC(=O)c1sccc1Br	0.3	2	2	-29	-6	-10	10
28	CCCCCCCCCCCC1=NCCN1CCO	-0.4	2	5	-50	-4	17	4

# Next section.
[31] CCOC(=O)c1cnn(C)c1NS(=O)(=O)c1ccc(Cl)cc1
[32] COc1ccc2c(c1)CCC(C(C)=O)C2=O (stereo unspecified)
[33] O=[N+]([O-])c1ccc2c(c1)CCN2C(=S)Nc1ccccc1Cl
[34] CC(C)(C)C(N)=NC(=O)c1ccc([N+](=O)[O-])o1
Screen / compound no.,31,32,33,34
NOTCH ag,0.0,-0.1,-0.1,0.2
PME-1 Maybridge,4,9,4,5
luminol inh ctr,0,4,15,-6
KOR antag MB,15,10,11,-33
Nox1 inhibitor,-32,24,-24,22
rat GALR2 ag,-6,-6,-7,-2
S1P1 agonist,4,6,1,10
TLR4 MyD88 blk,-3,1,-2,-2

# Limited to KOR antag MB, luminol inh ctr and rat GALR2 ag, for 4 of the compounds above:
No.	canonical_smiles	KOR antag MB	luminol inh ctr	rat GALR2 ag
34	CC(C)(C)C(N)=NC(=O)c1ccc([N+](=O)[O-])o1	-33	-6	-2
32	COc1ccc2c(c1)CCC(C(C)=O)C2=O (stereo unspecified)	10	4	-6
33	O=[N+]([O-])c1ccc2c(c1)CCN2C(=S)Nc1ccccc1Cl	11	15	-7
31	CCOC(=O)c1cnn(C)c1NS(=O)(=O)c1ccc(Cl)cc1	15	0	-6
